Screening results: PubChem BioAssay, National Center for Advancing Translational Sciences (NCATS)
aSyn yeast rescue: rescues yeast growth from alpha-synuclein toxicity. S. cerevisiae alpha-synuclein toxicity rescue, BacTiter-Glo growth, 24 h. Potency, µM (highest dose often 46.1 µM), without a hit: top-dose growth rescue (activation), most hits filed as activators. actives 0.02% (n = 94,000). AID 1347070; active = well fitted activation curve with a large enough effect; note: 0% is about no effect
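Growth restoration measured by BacTiter-Glo luminescence after 24 hr at 30 deg C; alpha-synuclein yeast, raffinose-pregrown to mid-log, were added at OD600=0.02 in galactose medium onto pinned compounds.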
* hit, by the source's call; & = joins results of further samples; [ ] = dose if it differs, or a comment. Potency is the fitted concentration of half-maximal effect. Some of the compounds tested. The share of hits here may be higher or lower than overall.

SMILES	aSyn yeast rescue
Cc1ccccc1Cn1c(=O)n(CCC(=O)NCc2ccco2)c(=O)c2sccc21	3%
O=C(/C=C/c1ccc2c(c1)OCO2)Nc1cc(S(=O)(=O)N2CCOCC2)ccc1N1CCOCC1	-5%
Cc1cccc(Nc2nc(N)nc(-c3oc4ccccc4c3C)n2)c1	0%
Cc1cc(C)c(S(=O)(=O)Nc2ccc(-c3ccc(N4CCCCCC4)nn3)cc2)c(C)c1	-7%
COc1cc(-c2nc(S(=O)(=O)c3ccc(Br)cc3)c(N3CCOCC3)o2)cc(OC)c1OC	4%
CCc1ccc(CN(Cc2cn[nH]c2-c2ccc(OC)cc2)C(=O)Nc2cc(Cl)ccc2OC)cc1	23%
O=C(COC(=O)c1nn(-c2ccccc2)c(=O)c2ccccc12)NC1CCS(=O)(=O)C1 (stereo not given)	-9%
COc1ccc(OCC(=O)Nc2cc3oc4ccccc4c3cc2OC)cc1	5%
COc1cc2c(cc1OC)CN(c1ccc(C(F)(F)F)cn1)CC2	6%
COc1ccccc1CNC(=O)c1ccc(NC(=O)N2CC(C)Sc3ccccc32)cc1 (stereo not given)	2%
O=C(Nc1cc2c(cc1C(=O)c1ccccc1Br)OCCO2)c1cccc(Cl)c1	-10%
CCOc1ccccc1CNC(=O)c1cccn1-c1nnc(N2CCCCC2)s1	-17%
Cc1cc(N2CCOCC2)nc2ccc(NC(=O)CCC(=O)N3CCN(c4ccc(F)cc4)CC3)cc12	11%
Cc1ccc(Cn2cccc2C2=NC(C)(C)CO2)cc1	5%
Cc1cnc(C(=O)OCc2ccc(C#N)cc2)cn1	-5%
COc1ccc(CCC(=O)NCc2nc3cccnc3n2Cc2ccc(OC)cc2)cc1	-8%
COCCn1c(SCC(=O)OCc2ccccc2)nc2c1c(=O)[nH]c(=O)n2C	6%
CCC12CN3CCN(CC(C3)/C1=N\NC(=O)Nc1ccccc1)C2	5%
CN(C)c1ncnc2c1nnn2C1OC(CO)C(O)C1O (stereo not given)	-10%
Cc1ccc(C)n1-c1nn(S(=O)(=O)c2ccccc2)c2cccc(F)c12	-16%
Cc1ccc2c(c1)N(CC(=O)N1CCCc3ccccc31)C(=O)C(C)O2 (stereo not given)	5%
Cc1c(CN2CCCC(C(=O)c3cccc(OC(C)C)c3)C2)c(=O)n(-c2ccccc2)n1C (stereo not given)	9%
COc1ccccc1CNC(=O)CSc1ccc(-c2ccccn2)nn1	-18%
Cc1ccc(Oc2ncccc2CO)cc1	14%
Cc1c(C(=O)OCCOc2ccccc2)[nH]c2c1C(=O)CC(c1ccc(C(C)(C)C)cc1)C2 (stereo not given)	-2%
Cc1cc(Nc2ccccc2C)nc(-n2nc(C)cc2C)n1	1%
COc1ccccc1C(=O)NC(=O)COC(=O)Cn1cnc2c1c(=O)n(C)c(=O)n2C	7%
O=C(NCc1ccccc1F)c1ccncc1	3%
CCOC(=O)c1c(C)[nH]c(C(=O)COC(=O)CNC(=O)c2ccccc2Cl)c1C	3%
COc1ccccc1-c1nc(SCC(=O)NCc2ccccc2)c2c(=O)n(C)c(=O)n(C)c2n1	-5%
CCC(C)NC(=O)Cn1c(=O)n(Cc2ccc(C(=O)NCc3ccccc3OC)cc2)c(=O)c2ccccc21 (stereo not given)	0%
CN(C)c1ccc(CNS(=O)(=O)c2ccc3[nH]c4c(c3c2)CCCCC4)cc1	-7%
CC1=C(C(=O)N2CCOCC2)CC(CC(=O)NCCc2ccccn2)C(=O)N1Cc1ccc(F)cc1 (stereo not given)	6%
CN(CCOc1ccc(Cl)cc1)C(=O)CN1C(=O)NC2(CCCCC2)C1=O	6%
CCN(CC)C(=O)CSc1cn(CC(=O)N2CCCCCC2)c2ccccc12	-6%
COc1cc2c(cc1[N+](=O)[O-])-c1ccc([N+](=O)[O-])cc1C2=NO	-3%
CNS(=O)(=O)c1cc(NC(=O)c2cccc3cccnc23)ccc1C	-8%
CCc1ccc(C(=O)/C=C/Nc2ccc(S(=O)(=O)Nc3cnc4ccccc4n3)cc2)cc1	2%
O=C1CN(S(=O)(=O)c2ccccc2C(F)(F)F)CCN1	7%
CCOCCCNC(=O)C1CCC(CNS(=O)(=O)c2ccc(NC(C)=O)cc2)CC1 (stereo not given)	-4%
Cc1ccc(C)c(N2CCN(C(=O)c3c4c(nc5ccccc35)C(=O)N(C3CCCCC3)C4)CC2)c1	0%
CC(Oc1ccccc1)C(=O)Nc1c(C(=O)Nc2cccc(F)c2)oc2ccccc12 (stereo not given)	6%
CC(=O)Nc1ccc(NC(=O)[C@H](C)NC(=O)c2ccco2)cc1	-4%
Cc1ccccc1Cn1c2ccccc2c2cnn(CC(=O)NCC(C)c3ccccc3)c(=O)c21 (stereo not given)	-6%
Cc1cc2ccccc2n1CCNC(=O)c1cccc(Cl)c1	4%
COc1cc(CN2CCN(Cc3ccc(C)cc3)C(CCO)C2)ccc1O (stereo not given)	-1%
COc1ccc(CNC(=O)c2cc(-c3cccc(Cl)c3)on2)cc1	-6%
NC(=O)c1ccsc1NC(=O)COC(=O)C1CC2CCCC(C1)C2=O (stereo not given)	-5%
Cc1ccc(-c2csc(-c3cc4c([nH]c3=O)CC(c3ccccc3)CC4=O)n2)cc1 (stereo not given)	0%
COc1ccc(CCN(C)C(=O)/C=C/c2c(Cl)nc3ccccn23)cc1OC	-4%
COc1ccc(Cl)cc1NC(=O)CSc1cc(C)[nH]c(=O)n1	-2%
C/C(=N\NC(=O)c1ccc(O)cc1)c1ccc(N2CCOCC2)cc1	-7%
CCc1ccc(OCC(=O)Nc2cc3oc4ccccc4c3cc2OC)cc1	6%
CC(C)NCCCCOc1cccc(Br)c1	17%
COc1ccc(N(CC(=O)NCc2ccc(C)cc2)S(=O)(=O)c2c(C)[nH]c(=O)[nH]c2=O)cc1	-3%
O=C(NCCCN1CCCC1=O)c1cc(S(=O)(=O)N2CCOCC2)c(Cl)cc1Cl	-41%[inhibitor]
COc1ccc2nc(NC(=O)Nc3ccccc3OC)sc2c1	-6%
CC(NCCCSc1ccccc1)C(O)c1ccc(O)cc1 (stereo not given)	9%
Cc1cc(C)c2oc(C(=O)N(Cc3ccc(F)cc3)C3CCS(=O)(=O)C3)cc(=O)c2c1 (stereo not given)	1%
CCCCCCN1CCN(C2CN(Cc3ccc([N+](=O)[O-])cc3)S(=O)(=O)C2)CC1 (stereo not given)	6%

Additional compounds follow.
SMILES	aSyn yeast rescue
NCCc1nnc(SCc2ccc(Cl)cc2)o1	0%
CCC(=O)N1c2ccc(S(=O)(=O)NCc3cccc(OC)c3)cc2CC1C (stereo not given)	0%
COc1ccc(-c2nc3ccc(Cl)cn3c2Nc2ccc(C)cc2)cc1	-1%
COc1ccc(C(=O)N2C=Cc3ccccc3C2C(N)=O)cc1 (stereo not given)	11%
CC(C)NC(=O)/C(C#N)=C/c1ccc2c(c1)OCCO2	19%
Cc1ccnc(NC(=O)CNC(=O)c2cccs2)c1	-12%
CCC(Cn1nnc2ccccc2c1=O)NC(=O)Nc1ccc(C)cc1C (stereo not given)	-4%
COc1ccccc1-n1c(SCC(=O)N2CCOCC2)nc2ccccc2c1=O	4%
CCc1ccc(OCC(=O)N(Cc2ccc(OC)cc2)C2CCS(=O)(=O)C2)cc1 (stereo not given)	5%
CCc1c(C)c(C#N)c2nc3ccccc3n2c1Nc1cccc(C(F)(F)F)c1	7%
Cc1ccc(CN2c3ccccc3-c3nc(SCC(=O)Nc4c(C)cc(C)cc4C)ncc3S2(=O)=O)cc1	-1%
O=C(c1ccco1)N1CCN(C2CN(Cc3ccc([N+](=O)[O-])cc3)S(=O)(=O)C2)CC1 (stereo not given)	1%
COc1ccc(C2=C(C)C(=NCCCN3CCN(c4cc(C)ccc4C)CC3)NS2(=O)=O)cc1	-3%
CC1=C(C(=O)N2CCN(c3cccc(Cl)c3)CC2)C2(CCCCC2)OC1=O	-4%
Cc1cccc(NC(=O)CSc2nnc(NC(=O)Nc3ccccc3)s2)c1C	-1%
CCc1ccc(S(=O)(=O)NCCc2csc(-c3cccnc3)n2)s1	6%
CCN(CC)S(=O)(=O)c1ccc(C(=O)NCc2ccc3c(c2)cc(C)n3C)cc1	-1%
COc1cc(-c2nnc(-c3cc(-c4ccccc4)nc4ccccc34)o2)cc(OC)c1OC	4%
COc1ccc(CCNC(=O)Cc2c(C)c3ccc(O)c(C)c3oc2=O)cc1OC	-4%
COc1ccc(OCCSc2nc(C)c(Cc3ccccc3)c(=O)[nH]2)cc1	1%
Cc1occc1-c1n[nH]c(=S)n1C	-1%
Cc1cccc(NC(=O)CSc2nc3ccc(NC(=O)c4cccs4)cc3s2)c1	0%
Cc1cccc(-c2cc(-c3ccccc3)nc(SCC(=O)Nc3ccccc3)c2C#N)c1	16%
O=C(COC(=O)c1cc(Cl)ccc1O)c1ccc2c(c1)OCO2	-2%
COc1ccc(S(=O)(=O)NCc2nc3nc(C)cc(C)n3n2)cc1	8%&-8%
Cc1c(Cl)cccc1NC(=O)C1=COCCO1	-2%
O=C1/C(=C/c2cccs2)SC(=S)N1N1CCOCC1	-3%
COc1ccc(C)cc1N1CC(C(=O)Nc2cccc(C(=O)NC3CC3)c2)CC1=O (stereo not given)	-3%
C=CCN(C(=O)Cc1cccs1)c1nc(-c2ccc(S(C)(=O)=O)cc2)cs1	-1%
CCCOc1ccc(OC(=O)c2cn(-c3ccc(OC)cc3)c(=O)c3ccccc23)cc1	0%
CCN(CC)S(=O)(=O)c1ccc2c(c1)N(CC(=O)NCCCN1CCN(c3ccccc3F)CC1)C(=O)CO2	4%
COc1ccc(-c2cc(C(F)(F)F)n3nc(-c4ccccc4)cc3n2)cc1OC	3%
COC(=O)c1ccc(NC(=O)CSc2n[nH]c(CC(C)C)n2)cc1	0%
COc1ccc(Cl)cc1NC(=O)C(=O)NCc1ccc(Cl)cc1	-2%
CN(C(=O)Cn1nc(C(=O)O)c2ccccc2c1=O)c1ccccc1	-6%
CCCNC(=O)c1c2c(nc3ccccc13)C(=O)N(C1CCCCC1)C2	5%
CCCN1CCN(CCNC(=O)Nc2cc(C)ccc2OC)CC1	-1%
O=C(COc1ccc([N+](=O)[O-])cc1)N1CCC(c2nc3ccccc3s2)CC1	1%
CCCCOC(=O)c1ccc(NC(=O)c2ccc3c(c2)CCCN3S(C)(=O)=O)cc1	-25%
Cc1cccc(N2CCN(C(=O)COc3noc4nc(C)cc(C)c34)CC2C)c1 (stereo not given)	8%
O=C(COC(=O)C1CC(=O)N(Cc2ccccc2)C1)Nc1ccc([N+](=O)[O-])cc1Br (stereo not given)	1%
CCc1ccc(/C=C\C(=O)N2CCCC2)cc1	2%
COc1cc(OC)cc(-c2nc(-c3ccc4c(c3)[nH]c(=O)n4C)no2)c1	-2%
COc1cc(SC)ccc1C(=O)N1CCn2c3c(c4cc(C)ccc42)CCCC31 (stereo not given)	19%
CC(=O)c1cccc(Nc2nc(-c3cccc(C)c3)nc3ccccc23)c1	-19%
O=C(CCCN1C(=O)c2ccccc2C1=O)Nc1ccc2c(c1)OCCO2	-3%
CSc1ncc(C(=O)Nc2cccc(S(N)(=O)=O)c2)n1-c1ccccc1	-2%
C=C/C(C)=C/CC1C(=C)CCC2C(C)(C(=O)O)CCCC12C (stereo not given)	8%
CC(NC(=O)Cc1ccc(NC2=NC3CS(=O)(=O)CC3S2)cc1)c1ccccc1 (stereo not given)	7%
CCOc1ccc(C(=O)c2cn(Cc3ccc(OC)cc3)c3cc(OC)c(OC)cc3c2=O)cc1	-1%
CC1=C(C(=O)OCc2ccc(C)cc2)C(c2ccccc2C(F)(F)F)CC(=O)N1 (stereo not given)	0%
CCN(CC)CCCNC(=O)c1nn(-c2ccc(OC)cc2)c(=O)c2c1c1ccccc1n2C	4%
Cc1cc(C)cc(OC(=O)c2cc(-c3ccc4c(c3)OCCO4)on2)c1	-4%
COc1nccnc1NS(=O)(=O)c1ccc(NC(=S)NC(=O)/C=C/c2ccc(F)cc2)cc1	-7%

Entries shown so far that have an aryl thioether with sulfur outside any ring:
SMILES	aSyn yeast rescue
COCCn1c(SCC(=O)OCc2ccccc2)nc2c1c(=O)[nH]c(=O)n2C	6%
COc1ccccc1CNC(=O)CSc1ccc(-c2ccccn2)nn1	-18%
COc1ccccc1-c1nc(SCC(=O)NCc2ccccc2)c2c(=O)n(C)c(=O)n(C)c2n1	-5%
CCN(CC)C(=O)CSc1cn(CC(=O)N2CCCCCC2)c2ccccc12	-6%
COc1ccc(Cl)cc1NC(=O)CSc1cc(C)[nH]c(=O)n1	-2%
CC(NCCCSc1ccccc1)C(O)c1ccc(O)cc1 (stereo not given)	9%
NCCc1nnc(SCc2ccc(Cl)cc2)o1	0%
COc1ccccc1-n1c(SCC(=O)N2CCOCC2)nc2ccccc2c1=O	4%
Cc1ccc(CN2c3ccccc3-c3nc(SCC(=O)Nc4c(C)cc(C)cc4C)ncc3S2(=O)=O)cc1	-1%
Cc1cccc(NC(=O)CSc2nnc(NC(=O)Nc3ccccc3)s2)c1C	-1%
COc1ccc(OCCSc2nc(C)c(Cc3ccccc3)c(=O)[nH]2)cc1	1%
Cc1cccc(NC(=O)CSc2nc3ccc(NC(=O)c4cccs4)cc3s2)c1	0%
Cc1cccc(-c2cc(-c3ccccc3)nc(SCC(=O)Nc3ccccc3)c2C#N)c1	16%
COC(=O)c1ccc(NC(=O)CSc2n[nH]c(CC(C)C)n2)cc1	0%
COc1cc(SC)ccc1C(=O)N1CCn2c3c(c4cc(C)ccc42)CCCC31 (stereo not given)	19%
CSc1ncc(C(=O)Nc2cccc(S(N)(=O)=O)c2)n1-c1ccccc1	-2%
